Source: PubChem BioAssay
Pf growth 96h: inhibits malaria parasite growth, 96 h; 6.9% of 320,000 active; Potency, µM (top dose mostly 28.7 µM), without a hit: at the highest dose activity change, negative = inhibition, usual class: inhibitors; AID 504834; P. falciparum luciferase reporter growth, 96 h; further: potency means the concentration at half of the fitted maximal effect; on the % scale 0 is the no-effect control and ±100 the full control effect
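Delayed-death screen, second-generation endpoint: infected erythrocytes, 2% hematocrit, 0.05% parasitemia final; 96 hours at 37 C, 5% CO2; luciferase detection reagent; luminescence decrease equals reduced growth.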
FBPA Giardia inh: Giardia lamblia aldolase inhibition; A8B2U2; purified Giardia FBPA; Potency, µM (top dose mostly 59.6 µM), for the others: top-dose activity, negative = inhibition, most hits filed as inhibitors; 0.71% of 290,000 active; AID 2451; further: potency means the concentration at half of the fitted maximal effect; on the % scale 0 is the no-effect control and ±100 the full control effect; nearly all actives have a fitted effect of over 55% in size
Target sequence (A8B2U2 whole entry, looked up): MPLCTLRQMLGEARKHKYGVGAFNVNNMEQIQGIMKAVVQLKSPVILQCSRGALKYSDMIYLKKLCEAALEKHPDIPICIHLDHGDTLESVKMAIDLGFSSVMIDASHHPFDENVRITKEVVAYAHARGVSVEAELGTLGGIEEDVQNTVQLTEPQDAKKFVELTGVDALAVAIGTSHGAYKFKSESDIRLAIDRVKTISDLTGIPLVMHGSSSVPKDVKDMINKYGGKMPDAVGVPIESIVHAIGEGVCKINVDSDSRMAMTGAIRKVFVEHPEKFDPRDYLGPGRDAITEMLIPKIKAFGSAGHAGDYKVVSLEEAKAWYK
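40 nM FBPA preincubated 10 min at RT with compound (up to 57.5 uM final), then substrate plus GAPDH/TPI/NAD/arsenate coupling and diaphorase/resazurin added. Fluorescence read after 20 min at RT, 525/598 nm.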
Cycloheximide cs: counter-screen hit for Shiga toxin inhibitors, cycloheximide; 12% of 300,000 active; max response, %; cell reporter, cycloheximide protein synthesis inhibition counterscreen; in the data active means max response mostly above about 13%, no sharp cut-off; inactive means mostly below about 14%; further: read at 38.3 µM for the half of the compounds with a filed dose; 0% is about no effect
Sm TGR block: blocks Schistosoma mansoni thioredoxin glutathione reductase | Q962Y6 | purified TGR, DTNB reduction, TNB absorbance 405 nm | Potency, µM (highest dose often 114 µM), inactives show at the top dose activity change, negative = inhibition, hits mostly inhibitors | 3% of 360,000 active | AID 485364; further: potency means the concentration at half of the fitted maximal effect; on the % scale 0 is the no-effect control and ±100 the full control effect; nearly all actives have a fitted effect of over 60% in size
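TGR 20 nM + NADPH 100 uM (dispensed conc.), cpd preinc 15 min RT; start with NADPH (500 uM addition) then DTNB (15 mM addition). Kinetic TNB absorbance, 405 nm filter. Four-parameter Hill fit across titration.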
Pf growth 48h: P. falciparum growth inhibition at 48 hours (one generation). P. falciparum luciferase growth in erythrocytes, 48 h. Potency, µM (highest dose often 28.7 µM), inactives show top-dose activity change, negative = inhibition, usual class: inhibitors. 5.9% of 310,000 active. AID 504832; further: potency means the concentration at half of the fitted maximal effect; on the % scale 0 is the no-effect control and ±100 the full control effect
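In quantitative HTS format, infected erythrocytes bearing luciferase-reporter parasites were treated for a single generation at 37 C. Luminescence after adding detection reagent served as the growth measure.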
Shiga toxin inh: inhibitors of Shiga toxin in Vero cells. Vero cells, Shiga toxin protein synthesis inhibition reporter. inhibition, % at 38.7 µM. 9.2% of 290,000 active. AID 2315; in the data active means inhibition mostly above about 28%, no sharp cut-off; inactive means mostly below about 43%; further: 0% is about no effect
* hit, by the source's call; i = inactive; ? = inconclusive; . = not tested or not shown; & = joins results of further samples; ! = not active in a repeat; [ ] = remark or other dose. Unless noted, the call rests on the fitted dose curve; in most records, active means well fitted curve in the direction sought with a large enough effect; inconclusive means small, poorly fitted or top-dose-only effect, or another doubt; inactive means no such curve, though single readings can be large; an effect the other way counts as inactive or inconclusive. No enrichment for hits. About 24% of those tested had a hit in this group.

SMILES	Pf growth 96h	FBPA Giardia inh	Cycloheximide cs	Sm TGR block	Pf growth 48h	Shiga toxin inh
CCOc1ccc(N(CC(=O)NC2CC3CCC2C3)S(=O)(=O)c2ccccc2)cc1 (stereo not drawn)	72%[activator]	-4%	-6	10%	?	25
CCOc1ccc(/C(O)=C2/C(=O)C(=O)N(CCN(CC)CC)C2c2ccco2)cc1 (stereo not drawn)	?	-6%	-1	-34%	56%[activator]	10
O=C(CCn1cccc1)N1CCc2ccccc21	87%[activator]	-1%	53*	25µM*	16%	17
COc1ccc(C2c3ccc4ccccc4c3Oc3ncn(Cc4ccco4)c(=N)c32)cc1OC (stereo not drawn)	?	-4%	-3	-2%	13µM*	-9
Cc1ccccc1-c1nnn(C/C(N)=N/O)n1	?	-6%	-1	10%	-5%	-5
CCC(=O)n1nc(-c2ccco2)nc1N	118%[activator]	6%	-2	-2%	-12%	37
O=C(CCS(=O)(=O)c1cccc2nsnc12)N1CCN(C(=O)c2ccco2)CC1	?	2%	-1	?	-6%	-12
Cc1ccc(N(C(=O)c2csnn2)C(C(=O)NC2CCCCC2)c2cccnc2)cc1 (stereo not drawn)	-2%	8%	-6	-15%	-6%	-7
CCOC1CC(C)(C)NC(=S)N1 (stereo not drawn)	?	-22%	-4	6%	6%	-10
Cn1c(SCC(=O)NC2CC2)nnc1-c1ccco1	?	3%	-3	-10%	5%	25
Cc1nc2nc[nH]n2c(=O)c1NC(=O)c1c(-c2ccccc2Cl)noc1C	20%	-14%	-1	6%	17%	11
COc1ccc(CCN2CC(C(=O)NCC3(O)CCCCC3)CCC2=O)cc1 (stereo not drawn)	-25%	.	-3	-18%	9%	-11
CCC(C(=O)OCC(=O)Nc1ccc(OC)cc1OC)c1ccccc1 (stereo not drawn)	11%	-9%	-1	10%	0%	-11
CC12CCC(c3c(C(=O)O)nn(-c4ccccc4)c31)C2(C)C (stereo not drawn)	3%	9%	-2	0%	-6%	22
Cc1ccc(C(=O)N/C(=C\c2ccco2)C(=O)NCCN2CCOCC2)cc1C	?	.	0	62%	9%	-32
COc1ccccc1C1C(C(N)=O)=C(C)Nc2nc(-c3ccccc3Cl)nn21 (stereo not drawn)	?	-6%	-6	2%	.	-19
O=C(N=C1SC2CS(=O)(=O)CC2N1c1cccc(Cl)c1)C1CCCO1 (stereo not drawn)	25%	-7%	-2	0%	19%	-5
CC(=O)N1CCc2cc(S(=O)(=O)NCCC(=O)NC3CCCc4ccccc43)ccc21 (stereo not drawn)	37%[activator]	-9%	2	2%	12µM*	2
Cc1cc([N+](=O)[O-])nn1CC(=O)Nc1cccc2nonc12	?	?	-2	-28%	38%[activator]	-6
COc1cccc(NC(=S)Nc2cc(C(=O)O)ccc2N2CC3CC(C2)c2cccc(=O)n2C3)c1 (stereo not drawn)	6%	-27%	19	?	45%[activator]	47
Cc1cccc(NC(=O)Nc2cc(C)on2)c1	-4%	9%	39*	0%	52%[activator]	71*
CCOC(=O)Cn1cc(C(=O)C(=O)N2CCOCC2)c2ccccc21	37%[activator]	.	-1	-7%	11%	-2
CCC(=O)Nc1cc(C(=O)OCC(=O)c2ccccc2Cl)ccc1C	34%[activator]	.	45*	12%	84%[activator]	106*
O=C(NC(=S)Nc1ccccn1)c1ccccc1	-7%	?	40*	55%[activator]	285%[activator]	68*
CCOC(=O)Nc1cc(C)c(Cl)cc1OC	1%	-1%	-3	14%	19%	-25
O=c1c2ccccc2nc2n1CCC2	.	11%	-4	-19%	?	4
c1cncc(-c2nc3ccccc3[nH]2)c1	0%&0%	-25%&-6%	37*!	6%&9%	72%&25%[activator]	71*!
COC(=O)[C@@H](Cc1c[nH]c2ccccc12)NC(=O)c1cc(=O)[nH]c2ccccc12	-4%	-1%	-2	1%	-3%	1
COc1ccc2nc3ccccc3nc2c1N	39%[activator]	-11%	49*	?	149%[activator]	159*
O=C(CN1CCN(c2ccccn2)CC1)Nc1cccc(Br)c1	7%	10%	13	-17%	-10%[0.00184 µM]	11
CC1CN(C(=O)CCc2ccccc2)C(C)CN1C(=O)CCc1ccccc1 (stereo not drawn)	?	.	1	4%	0%	-21
CSc1ncccc1C(=O)N(C)CC(=O)Nc1ccc(Cl)c(C(F)(F)F)c1	-13%	.	-2	-12%	19%	-25
O=C1CN(C(=O)c2cc(F)cc(F)c2)c2ccccc2N1	22%	6%	-6	2%	8%	-3
CC(=O)Oc1ccc(C2=NN(c3ccccc3)C(c3ccccc3)C2)cc1 (stereo not drawn)	11%	1%	19	9%	12µM*	18
Cc1ccccc1C1NC(=S)NC2=C1C(=O)CC(C)(C)C2 (stereo not drawn)	?	0%	4	-2%	-13%	-9
COc1cc(OC)c2ccc(=O)oc2c1C(CCN1CCOCC1)c1ccc(N(C)C)cc1 (stereo not drawn)	.	-22%	-1	.	.	-8
O=C(CCc1nc2ccccc2[nH]c1=O)N/N=C/c1ccccc1	?	-5%	-3	.	-12%	4
CC(C)(C)C(=O)Nc1cc(C(F)(F)F)ccc1-n1ccnc1	-1%	2%	-5	8%	?	-19
O=C(Nc1cccc(-n2cnnn2)c1)c1ccc(Cl)cc1Cl	18%	6%	0	7%	8%	-4
COc1cccc(C2Cc3ccccc3C(=O)O2)c1 (stereo not drawn)	25%	3%	21	0%	37%[activator]	27
Cc1cccc(CSCc2ccc(C(=O)NC3CCCC3)o2)c1	9%	0%	13	-32%	-12%	-15
CCOC(=O)c1ccccc1NC(=O)Cn1cnc2c(cnn2-c2ccccc2)c1=O	3%	-3%	-4	8%	-1%	-9
Cc1cccc(C(=O)Nc2nnc(C3=COCCO3)o2)c1	?	18µM*	1	-16%	-11%	3
C=CCOc1nc2c(c(=O)n(C)c(=O)n2C)n1Cc1ccccc1Cl	.	1%	-2	-10%	-26%	1
CCn1nc(C)c(/C=N\NC(=O)c2ccc3c(c2)OCO3)c1C	.	2%	39*	-6%	17%	83*
COC(=O)c1cc2occc2n1CC(=O)Nc1ccc(C)cc1C	.	1%	-2	?	-12%	-8
O=C(Nc1ccccc1N1CCN(C(=O)c2ccccc2)CC1)c1cc2ccccc2o1	.	-8%	-1	0%	?	-6
Cc1ccc(SCC(=O)NC2CCCCCC2)cc1	34%	.	30*	-1%	65%[activator]	67*
O=C1NC(=O)C2(Cc3ccccc3N3CCCC32)C(=O)N1c1ccccc1 (stereo not drawn)	?	-10%	-1	?	-13%	-25
CS(=O)(=O)Nc1ccc(C(=O)NCCSc2ccc(Cl)cc2)cc1	-12%	14%	-1	1%	7%	-7
O=C(/C=C/c1ccc(F)cc1)Nc1ccc(S(=O)(=O)N2CCOCC2)cc1	?	0%	10	-1%	10µM*	10
CCc1nn(C)c(N)c1C	-18%	-1%	2	5%	4%	-4
Oc1c(Br)cc(Br)cc1/C=N/c1nccs1	-16%	.	.	4µM*	?	.
COC(=O)C1=C(C)N(Cc2ccccc2)C(=O)N[C@H]1c1ccccc1	?	0%&-5%	-4	-34%	0%	-13
O=C(O)CCN1C(=O)c2ccccc2Sc2ncccc21	0%	-2%	-3	9%	-1%	4
O=C(Nc1ccc(F)c(Cl)c1)c1ccccc1	157%[activator]	.	.	4%	123%[activator]	.
Fc1ccc(CSc2nsc(SCc3ccc(F)cc3)n2)cc1	.	1%	11	-1%	0%	-41
Cc1cccc(C(=O)OC(C)C(=O)N2CCN(Cc3ccccc3)CC2)c1 (stereo not drawn)	13%	.	.	-21%	12%	.
Cc1ccc(S(=O)(=O)N2CCN(C(=O)c3c(-c4ccccc4)noc3C)CC2)cc1C	-7%	10%	-3	1%	-9%	-4
C=CCc1cc(C=O)cc(OCC)c1OCc1ccc(Cl)cc1	22%	-5%	1	-17%	1%	-9

A different layout for some results above:
Under each structure – Pf growth 96h, FBPA Giardia inh, Cycloheximide cs, Sm TGR block, Pf growth 48h, Shiga toxin inh
O=C1NC(=O)C2(Cc3ccccc3N3CCCC32)C(=O)N1c1ccccc1 (stereo not drawn)
    ?, -10%, -1, ?, -13%, -25
CS(=O)(=O)Nc1ccc(C(=O)NCCSc2ccc(Cl)cc2)cc1
    -12%, 14%, -1, 1%, 7%, -7
O=C(/C=C/c1ccc(F)cc1)Nc1ccc(S(=O)(=O)N2CCOCC2)cc1
    ?, 0%, 10, -1%, 10µM*, 10
CCc1nn(C)c(N)c1C
    -18%, -1%, 2, 5%, 4%, -4
Oc1c(Br)cc(Br)cc1/C=N/c1nccs1
    -16%, ., ., 4µM*, ?, .
COC(=O)C1=C(C)N(Cc2ccccc2)C(=O)N[C@H]1c1ccccc1
    ?, 0%&-5%, -4, -34%, 0%, -13

(listing goes on)
SMILES	Pf growth 96h	FBPA Giardia inh	Cycloheximide cs	Sm TGR block	Pf growth 48h	Shiga toxin inh
Nc1cc(=O)[nH]c(SCC(=O)Nc2ccccc2Sc2ccc(Cl)cc2)n1	?	?	1	6%	?	5
COCCNC(=O)c1nn(-c2cc(OC)cc(OC)c2)c(=O)c2ccccc12	?	1%	-1	17%	8%	-18
Cc1cc(N)n(-c2cc(C)c3ccccc3n2)n1	i	-6%	46*	1%	445%[activator]	79*
Cc1ccc(C)c(OCC(=O)Nc2ccncc2)c1	-12%	1%	1	-11%	0%	.
COCC(C)NC(=O)C(C)Oc1ccccc1 (stereo not drawn)	-3%	2%	-2	-9%	11%	-4
CC12CC[C@H]3[C@@H](CCC4(O)C[C@H](O)CCC34/C=N/NC(=O)c3ccccc3Cl)C1(O)CCC2C1=CC(=O)OC1 (stereo partly drawn)	-22%	2%	1	-3%	-11%	2
O=C(NCCN1C(=O)S/C(=C\c2cccnc2)C1=O)c1cccc(OC(F)F)c1	-27%	-3%	3	-4%	-29%	11
CC1(C)CC(=O)C(C(=O)CCCCC(=O)C2C(=O)CC(C)(C)CC2=O)C(=O)C1	0%	-5%	-2	?	20%	-2
Cc1noc(C)c1C(=O)OCC(=O)Nc1ccccc1C(=O)NC(C)c1ccccc1 (stereo not drawn)	?	6%	-3	0%	?	-5
CCc1nnc(NC(=O)[C@@H]2CCCN2S(=O)(=O)c2ccc3c(c2)OCCO3)s1	?	-1%	-1	4%	?	-8
O=C(c1ccccc1)c1ccc(O)cc1O	42%[activator]	1%	7	-11%	29%	-2
CCOC(=O)C1=C(COC(=O)CNC(=O)c2ccc(C(C)(C)C)cc2)NC(=O)NC1C (stereo not drawn)	9%	.	.	-9%	17%	.
Cc1cccc(NC(=O)c2cnc3ccccn3c2=O)c1	12µM*	4%	31*	-6%	188%[activator]	22*
CN1CCN(Cc2ccc(Br)s2)CC1	-2%	?	-5	2%	.	-6
CN(CC(=O)NC1CCCCC1)S(=O)(=O)c1cccc2nsnc12	?	-11%	-1	-2%	0%	-15
COc1cc(CN2CCN(C(O)(c3ccccc3)c3ccccc3)CC2)cc(OC)c1OC	?	?	-5	-12%	?	-9
Cc1ccc(C)c(NC(=O)c2cnn(-c3ccccc3)c2C)c1	?	-3%	40*	5%	23%	.
CC(C)C(=O)Nc1nnc(SCC(=O)Nc2ccc3c(c2)OCO3)s1	81%[activator]	4%	2	8%	17%	-3
CCN(CC)C(=O)CSc1nc2c(sc(=S)n2-c2ccccc2)c(=O)n1-c1ccc(OC)cc1OC	?	0%	-5	2%	6.6µM*	-5
O=C(CCSCCc1ccccn1)Nc1ccccn1	29%	-13%	1	-3%	?	15
COc1cc(OC)c(C(=O)OC(C)C(=O)Nc2cccc(C(F)(F)F)c2)cc1OC (stereo not drawn)	9.3µM*	-3%	-3	2%	?	-9
Cc1nnc2sc(-c3ccccn3)nn12	.	-2%	-2	-6%	3%	-5
